ADAM10 inh: ADAM10 inhibition, QFRET primary screen. O14672. recombinant ADAM10, EDANS/DABCYL FRET peptide cleavage, 3 h. inhibition, % at 7 µM. 370,000 compounds, 0.62% hits. AID 720582;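 active = inhibition above a per-campaign cutoff equal to the mean of compounds falling between control-based bounds plus 3 SD, cut at about 20% in these data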;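 note: 0% = DMSO wells while the 100% control is not disclosed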
PLC-gamma1 inh: blocks human PLC-gamma1 enzyme activity | P19174 | purified PLC-gamma1, fluorogenic substrate, fluorescence | inhibition, % at 12.2 µM | 370,000 compounds, 0.84% hits | AID 720700; in the data active = inhibition above about 9.5%
ARFGAP1 inh: inhibitors of rat ARFGAP1. Q62848. Arfgap1-stimulated ARF1 GTP hydrolysis, GDP FP detection. inhibition, % at 16.5 µM. 360,000 compounds, 0.26% hits. AID 651572;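 active = inhibition above a per-plate limit, mean inhibition of low control wells plus 3 SD, cut at about 25% in these data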;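 note: 0% = DMSO wells with enzyme and 100% = wells lacking Arfgap1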
Target sequence (Q62848 1-136 limits assumed): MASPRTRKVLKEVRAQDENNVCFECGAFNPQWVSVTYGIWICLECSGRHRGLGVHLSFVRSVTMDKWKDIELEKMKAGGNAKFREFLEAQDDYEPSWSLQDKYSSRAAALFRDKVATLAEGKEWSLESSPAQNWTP
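System: truncated rat Arfgap1 GAP domain / Medium: HEPES-based buffer, pH 7.5 / Also added: N-terminally truncated human ARF1-GTP substrate / Incubation: enzyme reaction 120 min at 25 °C after 20 min preincubation / Measured by: FP of antibody-bound GDP Alexa 633 tracer, ex 620/em 688 nm / Replicates: singlicate, each compound tested once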
Tn7 DDE FP: DD(E)-Tn7 binding inhibition, primary FP screen; inhibition, % at 8.3 µM; AID 720508; 370,000 compounds, 0.13% hits; FP displacement of FITC-Tn7 peptide from fibrin DD(E); 0% = median of compound wells per plate;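 active = inhibition above the mean of compounds falling within the control limits plus 3 SD of them, cut at about 14% in these data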;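 note: 0% = plate median of compound wells and 100% = 10 µM Aha-Tn7 peptide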
Target sequence (P02675 whole entry, looked up): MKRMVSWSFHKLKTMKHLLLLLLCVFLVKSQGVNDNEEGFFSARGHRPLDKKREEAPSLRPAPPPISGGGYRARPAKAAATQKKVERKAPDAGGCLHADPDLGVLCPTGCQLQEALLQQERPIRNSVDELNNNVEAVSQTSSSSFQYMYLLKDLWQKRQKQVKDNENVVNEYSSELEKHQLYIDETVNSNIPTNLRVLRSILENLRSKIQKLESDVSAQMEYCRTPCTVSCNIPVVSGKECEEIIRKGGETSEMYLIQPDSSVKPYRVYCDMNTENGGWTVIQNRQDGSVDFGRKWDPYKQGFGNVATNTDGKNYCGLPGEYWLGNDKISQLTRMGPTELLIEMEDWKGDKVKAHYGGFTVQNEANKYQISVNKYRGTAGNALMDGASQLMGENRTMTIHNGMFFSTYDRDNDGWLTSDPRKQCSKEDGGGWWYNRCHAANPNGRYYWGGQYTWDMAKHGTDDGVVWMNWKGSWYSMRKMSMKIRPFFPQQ
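Test system – human fibrin DD(E) · Times – 10 min preincubation, 3 h with tracer, room temperature · Detection – fluorescence polarization of the labelled Tn7 tracer · Measure – percent inhibition normalized to high-control wells · Benchmarks – high control wells with 10 µM unlabelled Aha-Tn7 peptide (full inhibition) · Repeats – singlicate testing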
SIAE inh: blocks human sialic acid acetylesterase | Q9HAT2 | SIAE FP-Rh probe binding, fluorescence polarization | inhibition, % at 9.66 µM | 370,000 compounds, 0.69% hits | AID 1053197;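 active = inhibition above a cutoff: mean of compounds within the control limits plus 3 SD of those, cut at about 17% in these data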;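 note: 0% = plate median of compound wells and 100% = probe without SIAE protein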
PLCb3 inh: blocks human PLC-beta3 enzyme activity; Purified PLC-beta3, fluorogenic substrate, fluorescence; inhibition, % at 12.2 µM; 370,000 compounds, 0.18% hits; in the data active = inhibition above about 11%;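 note: 0% = median of compound wells on plate and 100% = full blocker control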
TDP2 inh: blocks human TDP2 phosphodiesterase activity. O95551. recombinant TDP2, T5PNP hydrolysis, p-nitrophenol absorbance 415 nm. inhibition, % at 12.8 µM. 370,000 compounds, 0.34% hits. AID 720702;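 active = inhibition above the mean of all tested compounds plus 3 SD, set per campaign, cut at about 25% in these data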;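 note: 0% = DMSO with enzyme and 100% = buffer with substrate but no TDP2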
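test system = human TDP2 enzyme | input = TDP2 enzyme at 120 nM final | medium = 50 mM Tris-HCl pH 7.5 with Mg2+, KCl, DTT, BSA | also added = T5PNP substrate, 5 mM | times = 2 h at 37 °C | technique = epi absorbance | benchmarks = high control without enzyme, low control DMSO plus TDP2 | replication = each compound tested once, singlicate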
ADAM17 inh: ADAM17 inhibition, QFRET primary screen; P78536; recombinant ADAM17, EDANS/DABCYL FRET peptide cleavage; inhibition, % at 6.95 µM; AID 720648; 370,000 compounds, 0.83% hits;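 active = inhibition above the mean of compounds lying between control limits plus 3 SD, set per campaign, cut at about 8.5% in these data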;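 note: 0% = DMSO-only wells as the low control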
ASAP1 GAP inh: inhibitors of human ASAP1 ArfGAP activity | Q9ULH1 | ASAP1-stimulated ARF1 GTP hydrolysis, GDP FP detection | inhibition, % at 16.5 µM | 360,000 compounds, 0.19% hits | AID 624377; in the data active = inhibition above about 25%;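 note: 0% = vehicle with enzyme and substrate and 100% = no enzyme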
Target sequence (Q9ULH1 325-724 limits assumed): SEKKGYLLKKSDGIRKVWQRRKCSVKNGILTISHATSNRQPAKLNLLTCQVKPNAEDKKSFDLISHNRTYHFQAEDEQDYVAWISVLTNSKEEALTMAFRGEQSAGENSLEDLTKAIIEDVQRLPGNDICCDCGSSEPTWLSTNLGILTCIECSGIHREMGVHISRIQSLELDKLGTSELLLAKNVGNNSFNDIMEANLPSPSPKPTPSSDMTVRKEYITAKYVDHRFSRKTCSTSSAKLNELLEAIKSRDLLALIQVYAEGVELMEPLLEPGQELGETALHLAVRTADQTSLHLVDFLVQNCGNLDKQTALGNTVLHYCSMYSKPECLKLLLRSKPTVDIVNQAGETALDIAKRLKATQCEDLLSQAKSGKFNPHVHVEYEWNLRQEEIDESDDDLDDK
DDE Tn6 FP inh: DD(E)-Tn6 binding inhibition, primary FP screen; AID 720509; inhibition, % at 8.3 µM; P02675; Fibrin DD(E) TRITC-Tn6 fluorescence polarization displacement; 370,000 compounds, 0.21% hits;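 active = inhibition above a per-campaign cutoff: mean of compounds within control limits plus 3 SD, cut at about 15% in these data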;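 note: 0% = median of all compound wells on the plate and 100% = blocking peptide control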
* marks the source's active call; other numbers are inactive results; i = inactive; x = no result given.

SMILES | ADAM10 inh | PLC-gamma1 inh | ARFGAP1 inh | Tn7 DDE FP | SIAE inh | PLCb3 inh | TDP2 inh | ADAM17 inh | ASAP1 GAP inh | DDE Tn6 FP inh
Cc1cc(NC(=O)c2ccco2)c(=O)n(Cc2c(F)cccc2Cl)c1 | 5 | -5 | -7 | 0 | -8 | -7 | -6 | -1 | 7 | 1
Cc1ccc2occ(/C=N/NC(=O)[C@@H](N)Cc3ccccc3)c(=O)c2c1 | 2 | 0 | 4 | 7 | -1 | -1 | 15 | 1 | -11 | -7
CC(C)(C)OC(=O)N1CCC(N[C@@H](Cc2ccccc2)C(=O)NCC(c2ccccc2)c2ccccc2)(C(=O)NC2CCCCC2)CC1 | -7 | 0 | x | -4 | -6 | 1 | -5 | -2 | x | 5
CCN(CC)CCN1CCn2c3c(c4cc(C)ccc42)CCCC31 (stereo not drawn) | -473 | -328 | 2 | -5 | 3 | -351 | 1 | -148 | -3 | -4
O=C(c1cccc([N+](=O)[O-])c1)N1CCN(Cc2ccccc2)CC1 | 1 | 2 | 15 | -4 | 1 | -2 | 0 | -1 | 2 | -2
CCOC(=O)C(NC(=O)Nc1ccc(F)cc1F)(Oc1ccc(F)cc1)C(F)(F)F (stereo not drawn) | -4 | -2 | 0 | 0 | 6 | 1 | 6 | -2 | 5 | 8
CCOP(=O)(OCC)C(Nc1cccc([N+](=O)[O-])c1)c1ccc(OC)cc1 (stereo not drawn) | 9 | -1 | 17 | -4 | -5 | -4 | 0 | -1 | -6 | 3
O=c1cc(C23CC4CC(CC(C4)C2)C3)[nH][nH]1 | -4 | 0 | 4 | 2 | 7 | 4 | -2 | -2 | -12 | 2
O=C(N/N=C/c1coc2ccc(Cl)cc2c1=O)c1cc(O)cc(O)c1 | -1 | 1 | 10 | 2 | -3 | -4 | 3 | -1 | -11 | 6
O=C(Nc1ccc(N2CCOCC2)c(Cl)c1)c1cc(F)c(F)cc1Cl | -3 | -1 | 2 | 4 | -3 | -2 | -4 | -1 | 4 | -1
CCCCn1c(SCc2cccc([N+](=O)[O-])c2)nc2ccsc2c1=O | -9 | -1 | -4 | 1 | -3 | 0 | 17 | 0 | 3 | 0
CSc1ccccc1C(=O)OCC(=O)NC1CCCCCCC1 | 4 | 3 | -6 | -2 | -4 | 4 | -10 | 3 | -9 | 2
Cc1cccc(CCNC(=O)c2oc3c(C)c(C)ccc3c2C)n1 | 3 | 1 | -5 | 4 | -1 | -2 | 4 | 0 | 12 | -2
NC(=O)CNC(=O)[C@@H]1CC2(CC(c3cccc([N+](=O)[O-])c3)=NO2)CN1C(=O)c1ccccc1 (stereo partly drawn) | -3 | 3 | 11 | 0 | 5 | 5 | -3 | -2 | 9 | -6
CC1(C)C(c2ccccc2)=[N+]([O-])C2(CCCCC2=O)N1O (stereo not drawn) | 0 | 0 | 14 | 0 | -3 | -6 | -2 | -2 | 8 | 2
COc1ccc(-c2cc(C(F)(F)F)nc(SCCC(=O)Nc3cc(C)on3)n2)cc1 | -2 | 2 | 12 | 1 | -2 | 0 | 9 | -10 | -10 | 3
Cc1ccnc(NC(=O)CN2C(=O)c3ccccc3C2=O)c1 | 4 | -2 | -6 | -5 | 2 | 6 | -4 | 3 | 11 | -8
CCc1ccc(NC(=O)CSc2nnc(C3CC3)n2CC2CCCO2)cc1 (stereo not drawn) | -9 | 3 | 1 | 3 | 6 | -6 | 1 | -3 | -3 | -7
CC(C)C(=O)N1CCN(c2ccccc2NC(=S)NC(=O)Cc2ccccc2)CC1 | -13 | 4 | 6 | -1 | -10 | -3 | -11 | -5 | 8 | -6
CC(c1ccco1)N(C(=O)c1cccc(S(=O)(=O)N(C)C)c1)c1ccccn1 (stereo not drawn) | -3 | 0 | 9 | 1 | 5 | -10 | 7 | -5 | 2 | 0
O=C(Cc1ccc(Br)cc1)N1CCN(C(=O)c2ccccc2)CC1 | -6 | 1 | -2 | -3 | -3 | -5 | 0 | -4 | 1 | -2
CN(CCc1ccccn1)C(=O)Nc1cc(Cl)cc(Cl)c1 | 0 | 3 | 3 | -6 | -4 | -5 | 2 | -2 | 4 | 0
CCOC(=O)C1=CCN(S(=O)(=O)c2ccccc2Br)C1c1ccc(Cl)c(Cl)c1 (stereo not drawn) | -6 | 4 | -9 | -1 | 1 | -2 | 4 | 1 | 5 | -2
CCC1=NN(C(=O)Cc2ccc([N+](=O)[O-])cc2)C(O)(C(C)(C)C)C1 (stereo not drawn) | -2 | 2 | -4 | 6 | -1 | -4 | -10 | -5 | -8 | -1
O=C(Cc1noc2ccccc12)Nc1ccccn1 | -2 | 1 | -6 | -13 | 3 | 4 | -9 | 0 | -12 | 1
CN(c1ccccc1)S(=O)(=O)c1cccc(NC(=O)CSc2nnc(C3CC3)n2C)c1 | -2 | -1 | 4 | 10 | -5 | 2 | 1 | -1 | 8 | 1
COc1ccc(/C=C/C(=O)Nc2ccc(C(N)=O)cc2)cc1OC | -138 | -47 | 1 | 2 | -9 | -82 | -11 | -33 | -1 | -5
CCCCCCCNC(=O)C1(CC2CC(c3cccc(Br)c3)=NO2)CCN(C(=O)c2ccccc2)CC1 (stereo not drawn) | -4 | 2 | 6 | 7 | -11 | -3 | 0 | -1 | 4 | -8
Cc1ccc(C(=O)COC(=O)c2ccccc2NC(=O)c2ccccc2)cc1[N+](=O)[O-] | 1 | 0 | -6 | 2 | -8 | -1 | 11 | -1 | 9 | -5
CC(=O)n1nc(-c2ccccc2)nc1NCc1cccs1 | 0 | 1 | -1 | 2 | -7 | -8 | 7 | -3 | 11 | -12
COc1ccc(CCNC(=O)CSc2n[nH]c(N)n2)cc1OC | 7 | -2 | -5 | 7 | 3 | -7 | -5 | -3 | -5 | 0
CC(=O)C1=C(O)C(=O)N(CCCn2ccnc2)C1c1ccc(Cl)cc1 (stereo not drawn) | -2 | -4 | 2 | 0 | 4 | -1 | 10 | -3 | 8 | 4
CC(=O)c1ccccc1NC(=O)CCCNC(=O)c1ccc(Cl)cc1 | -9 | -9 | 5 | 15* | -3 | -25 | 9 | -7 | -13 | 9
Cc1c(C(=O)O)sc2nc(CSc3ncc(C(F)(F)F)cc3Cl)[nH]c(=O)c12 | -7 | -2 | -7 | 12 | 2 | -9 | 10 | -6 | -1 | 8
CN(C)S(=O)(=O)c1ccc(NC(=O)COC(=O)c2ccccn2)cc1 | 1 | 3 | 4 | -1 | -5 | -2 | -10 | 3 | -5 | -3
O=C(O)CCn1cc(C2CC(c3ccccc3)=NN2c2ccccc2)c(-c2ccccc2)n1 (stereo not drawn) | -392 | -485 | -6 | 1 | 10 | i | -8 | -93 | 0 | -2
CSc1nnc(SCC(=O)NC(=O)c2ccccc2)s1 | -2 | 4 | 12 | 1 | 1 | 3 | -19 | 4 | 5 | -4
N#Cc1ccc(NC(=O)c2cc(-c3cccs3)on2)cc1 | -5 | 1 | 16 | 3 | -11 | -5 | -4 | -5 | 17 | 0
COC(=O)c1ccc(COc2cccc3c2CCN(Cc2ccccc2)C3=O)o1 | 1 | -3 | -9 | 5 | -3 | -2 | -7 | 4 | 0 | 2
CCOc1ccc(-n2c(SCC(=O)NCc3ccco3)nnc2-c2c[nH]c3ccccc23)cc1 | 4 | 3 | 9 | -1 | 2 | 4 | 4 | 7 | 16 | -4

Reprinted at random: two records from the list.
SMILES | ADAM10 inh | PLC-gamma1 inh | ARFGAP1 inh | Tn7 DDE FP | SIAE inh | PLCb3 inh | TDP2 inh | ADAM17 inh | ASAP1 GAP inh | DDE Tn6 FP inh
O=C(O)CCn1cc(C2CC(c3ccccc3)=NN2c2ccccc2)c(-c2ccccc2)n1 (stereo not drawn) | -392 | -485 | -6 | 1 | 10 | i | -8 | -93 | 0 | -2
CN(C)S(=O)(=O)c1ccc(NC(=O)COC(=O)c2ccccn2)cc1 | 1 | 3 | 4 | -1 | -5 | -2 | -10 | 3 | -5 | -3

(more compounds)
SMILES | ADAM10 inh | PLC-gamma1 inh | ARFGAP1 inh | Tn7 DDE FP | SIAE inh | PLCb3 inh | TDP2 inh | ADAM17 inh | ASAP1 GAP inh | DDE Tn6 FP inh
COc1ccc(S(=O)(=O)N2CCOC23CCN(C(=O)c2ccc(Cl)cc2Cl)CC3)cc1 | 11 | -4 | 4 | 2 | -3 | -5 | 0 | 4 | -5 | -3
COc1cc(OC)cc(C2=Cc3ccc(OC)cc3C(CC(C)=O)N2c2ccc(-c3cccs3)cc2)c1 (stereo not drawn) | -90 | -135 | 0 | 7 | 5 | -185 | 6 | -29 | 4 | -2
CCOC(=O)c1cc(-c2ccccc2)sc1NC(=O)C(C)OC(=O)c1cccnc1Cl (stereo not drawn) | 1 | 1 | 4 | 8 | -2 | -1 | 7 | -3 | 2 | 1
Cc1cc(SCC(=O)OCC(=O)N2CCN(C(=O)c3ccco3)CC2)c(C)cc1Br | 7 | 9 | 1 | -3 | 1 | -3 | -11 | 2 | -5 | -3
O=C(/C=C/c1ccc(Cl)cc1)NC1CC2CCC1C2 (stereo not drawn) | 3 | 2 | -6 | 6 | 3 | 3 | 1 | -3 | 8 | 0
CCOC(=O)[C@]12CCCCC/C=C\1N(CCc1ccc(Cl)cc1)C(=O)[C@H]2CC(=O)NCc1ccccc1 | 14 | 8 | x | 2 | 1 | 2 | -5 | 11* | x | -5
COc1ccc(C(C)(C)C)cc1NC(=O)COC(=O)C(C)C | 8 | 3 | -8 | -8 | 0 | -5 | -1 | -1 | 9 | 3
CCC(O)(CCN1CCCCC1)c1ccccc1 (stereo not drawn) | 8 | 2 | 7 | 6 | -5 | 0 | 9 | -7 | -7 | 7
Cc1cc(NC(=O)CSc2nnc(COc3ccccc3)n2Cc2ccco2)no1 | 4 | 2 | -9 | 7 | -4 | 3 | 1 | 3 | 5 | 4
CC(NC(=O)c1ccccc1)C(=O)OCC(=O)N1c2ccccc2Sc2ccccc21 (stereo not drawn) | 5 | 1 | 19 | 2 | -8 | -11 | -8 | -3 | -1 | -9
COc1cccc(/C=C(\C#N)c2nc3ccc(C)cc3[nH]2)c1OCC(=O)O | -12 | -56 | -13 | -5 | -7 | -69 | -10 | -7 | -11 | 4
O=C(CN1C(=O)C2C3C=CC(C3)C2C1=O)Nc1nc(-c2ccccn2)cs1 (stereo not drawn) | -22 | -17 | -4 | 4 | 4 | -21 | -11 | -7 | -3 | 3
CN(C(=O)C1CCC(=O)N(C2CC2)C1)C1CCCCC1 (stereo not drawn) | -9 | 6 | 5 | 3 | -3 | -11 | -12 | 3 | 2 | -6

Compound activity deposited in PubChem BioAssay by The Scripps Research Institute Molecular Screening Center.
